ANO1 block: TMEM16A chloride channel inhibitors, primary screen, cell-based, HTS | Anoctamin-1 (Mus musculus), Q8BHY3 | HEK293 TMEM16A/YFP iodide influx fluorescence, ionomycin | normalized B-score (activity score, 25-100; higher = stronger inhibition) at 10 µM | hit rate 1.2% among 310,000 | AID 588511, 2011;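 active = ratio plate-corrected score three or more library SD toward inhibition, starting fluorescence score within five deviations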;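 note: score derived from kinetic fluorescence span divided by baseline fluorescence per well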
MrgX1 antag: antagonists of human MrgX1 receptor, primary screen, HEK293 cells, Fluo-4 calcium flux; hit rate 1.3% among 310,000; Mas-related G-protein coupled receptor member X1 (Homo sapiens), Q96LB2; B-score at 10 µM; BAM8-22 antagonism; hits give low values;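 active = calcium-response B-score plate-corrected more than 3 library SD below zero, starting fluorescence within 5 deviations, no agonist response on first addition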;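 note: peak minus trough fluorescence over baseline after final BAM8-22 challenge near maximal dose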
MrgX1 allo act: positive allosteric modulators of MrgX1, primary screen, HEK293 cells, Fluo-4 calcium flux. FDSS; hits give high values. B-score at 10 µM. hit rate 0.63% among 310,000. AID 588675, 2011;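 active = plate-corrected calcium response at least 3 library SD above typical, normal starting fluorescence, not activating the receptor alone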;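 note: compound read alongside a low EC10 to EC30 dose of BAM8-22 agonist; peak minus trough fluorescence over baseline measured at the second addition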
TRPC4 block: inhibitors of mouse TRPC4 channel, primary screen, Fluo4 calcium, HEK293 TRPC4beta/mu-opioid cells. Short transient receptor potential channel 4 (Mus musculus), Q9QUQ5. DAMGO-evoked Fluo4 calcium flux; hits give low values. B-score at 10 µM. hit rate 0.39% among 300,000;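 active = B-score over 3 SD under the library average, no early fluorescence shift, positive overall ratio signal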
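Assay system – HEK293 line stably carrying TRPC4beta and mu-opioid receptor · Doses – single dose · Detection – Fluo4 calcium-dye fluorescence, kinetic read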
RGS4 block: RGS4 inhibitors, primary screen, cell-based, HEK293 M3R inducible RGS4, calcium flux; B-score at 10 µM; Regulator of G-protein signaling 4 (Homo sapiens), P49798; AID 463165, 2010; Fluo-4 calcium flux; hits give high values; triggered by carbachol at its EC20; hit rate 0.45% among 310,000;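 active = B-score, a plate-corrected calcium signal, over three deviations above library mean, with baseline fluorescence within five deviations of library mean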;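 note: RGS4 expression induced by doxycycline in cells with stable M3 receptor; B-score is computed from the integrated fluorescence ratio over baseline after carbachol; higher B-score means a larger calcium signal and so more RGS4 inhibition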
TRPC4 agonist: activators of mouse TRPC4 channel, primary screen, Fluo4 calcium, HEK293 TRPC4beta/mu-opioid cells; Short transient receptor potential channel 4 (Mus musculus), Q9QUQ5; Fluo4 calcium fluorescence; hits give high values; B-score at 10 µM; hit rate 0.49% among 310,000; AID 2237, 2010;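 active = B-score above 5 SD of library B-scores, and initial fluorescence ratio not above library mean plus 5 SD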;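 note: positive B-score marks a calcium rise read as TRPC4 activation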
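Technique: kinetic Fluo4 calcium fluorescence; Test system: TRPC4beta and mu-opioid receptor HEK293 stable cells; Measure: B-scored integrated calcium fluorescence ratio; Benchmarks: low control buffer alone, high control maximal DAMGO; Schedule: 45 min room-temperature Fluo4 loading, 110 s read.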
TRPC6 inhibitor: mouse TRPC6 channel inhibitors, primary screen, cell-based, HEK293, membrane potential dye. Short transient receptor potential channel 6 (Mus musculus), Q61143. ACh-evoked depolarization; hits give low values. B-score at 10 µM. hit rate 1.1% among 310,000. AID 2553, 2010;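 active = B-score under library mean minus 3 SD, initial fluorescence not abnormally high, positive integrated signal ratio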;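 note: B-score derived from integrated fluorescence ratio over the kinetic read; more negative B-score means stronger inhibition of depolarization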
Target sequence (Q61143 whole entry, looked up): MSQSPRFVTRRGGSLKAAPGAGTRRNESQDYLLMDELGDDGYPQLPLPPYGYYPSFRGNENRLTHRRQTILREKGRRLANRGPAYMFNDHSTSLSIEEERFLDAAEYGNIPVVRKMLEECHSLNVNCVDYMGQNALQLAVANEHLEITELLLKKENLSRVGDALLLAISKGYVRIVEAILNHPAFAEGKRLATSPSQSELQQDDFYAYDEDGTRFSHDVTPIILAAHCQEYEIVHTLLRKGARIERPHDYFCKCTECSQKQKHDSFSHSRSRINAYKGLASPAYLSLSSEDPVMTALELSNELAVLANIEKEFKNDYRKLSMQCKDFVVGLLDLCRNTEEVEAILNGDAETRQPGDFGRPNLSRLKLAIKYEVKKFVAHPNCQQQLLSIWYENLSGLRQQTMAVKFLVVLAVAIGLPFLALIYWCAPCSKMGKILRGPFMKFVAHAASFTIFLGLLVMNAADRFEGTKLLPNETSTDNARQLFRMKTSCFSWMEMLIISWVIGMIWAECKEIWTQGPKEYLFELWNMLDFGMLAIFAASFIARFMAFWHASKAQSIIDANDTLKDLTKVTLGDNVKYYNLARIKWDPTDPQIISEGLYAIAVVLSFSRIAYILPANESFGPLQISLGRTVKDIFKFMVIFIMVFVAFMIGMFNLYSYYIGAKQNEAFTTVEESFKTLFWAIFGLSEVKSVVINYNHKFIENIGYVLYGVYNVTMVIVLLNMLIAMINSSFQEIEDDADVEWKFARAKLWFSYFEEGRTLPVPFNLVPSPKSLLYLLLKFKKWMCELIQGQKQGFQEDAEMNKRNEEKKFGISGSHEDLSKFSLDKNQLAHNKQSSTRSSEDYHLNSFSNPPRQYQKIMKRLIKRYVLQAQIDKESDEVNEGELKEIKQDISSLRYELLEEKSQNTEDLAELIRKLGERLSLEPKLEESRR
TRPC4 potent: positive allosteric modulators of TRPC4, primary screen, cell-based, mouse TRPC4beta, HEK293 mu-opioid, Fluo-4 calcium; DAMGO EC20, Fluo-4 Ca2+ flux; hits give high values; B-score at 10 µM; hit rate 0.42% among 310,000; AID 2227, 2009;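 active = B-score of calcium response area above 5 SD of library B-scores, with initial fluorescence ratio within 5 SD of library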;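 note: B-score of integrated fluorescence ratio over time as area under calcium response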
MrgX1 agonist: agonists of human MrgX1 receptor, primary screen, HEK293 cells, Fluo-4 calcium flux; Mas-related G-protein coupled receptor member X1 (Homo sapiens), Q96LB2; Fluo-4 calcium fluorescence, agonist mode; hits give high values; B-score at 10 µM; hit rate 0.44% among 310,000;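 active = calcium response B-score plate-corrected fluorescence ratio at least 3 library SD, with starting fluorescence B-score inside 5 SD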
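Material: HEK293 cells stably expressing human MrgX1 receptor | Quantity: 15,000 cells per well | Times: Cells plated overnight, dye loaded 0.5 h 37 °C, 0.5 h room temperature | Measured by: Kinetic Fluo-4 NW fluorescence of intracellular calcium | Control set: Positive and negative controls per plate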
ANO1 activ: TMEM16A chloride channel activators or potentiators, primary screen, cell-based, HTS | Anoctamin-1 (Mus musculus), Q8BHY3 | HEK293 TMEM16A/YFP-H148Q/I152L, iodide quench fluorescence; hits give low values | B-score at 10 µM | hit rate 0.3% among 340,000;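 active = fluorescence-ratio B-score plate-corrected deviation score at least 3 library SD below zero, with starting fluorescence score within 5 deviations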;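 note: channel opened by trigger with iodide after compound preincubation; score built on the fluorescence ratio of max minus min over baseline; more negative score means more quench and so TMEM16A activation or potentiation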
TRPC6 activator: mouse TRPC6 channel activators, primary screen, cell-based, HEK293, membrane potential dye. HEK293-TRPC6 membrane potential dye fluorescence; hits give high values. B-score at 10 µM. hit rate 0.13% among 310,000;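 active = B-score of the integrated fluorescence ratio above library mean plus 3 SD, and starting fluorescence ratio within library mean plus 5 SD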;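 note: higher score means more depolarization so channel activation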
* = called active by the depositor; i = inactive; x = not tested or not shown. Compounds were not picked by outcome. Share with any hit: about 5.8%.

SMILES	ANO1 block	MrgX1 antag	MrgX1 allo act	TRPC4 block	RGS4 block	TRPC4 agonist	TRPC6 inhibitor	TRPC4 potent	MrgX1 agonist	ANO1 activ	TRPC6 activator
CCOC(=O)Cn1c(CN(Cc2ccccc2)Cc2ccccc2)nc2c1c(=O)[nH]c(=O)n2C	i	i	i	i	i	i	i	i	i	i	i
CN(C)c1nc(-c2ccccc2)nc(-c2ccc(Cl)cc2)c1C#N	i	i	i	i	i	i	i	i	i	i	i
O=C(Cn1c(C(F)(F)F)nc2ccccc21)NCCN1CCCC1	i	i	i	i	i	i	i	i	i	i	i
Cc1nn(-c2cccc(C(F)(F)F)c2)c(=O)c2noc(C)c12	i	i	i	i	i	i	i	i	i	i	i
COc1ccccc1OCc1nc(Cc2ccc(Cl)cc2)no1	i	i	i	i	i	i	i	i	i	x	i
CN=C1S/C(=C\c2ccc(N3CCOCC3)c(F)c2)C(=O)N1C	i	i	i	i	i	i	i	i	i	i	i
C/C(=N\NC(=O)c1ccc(Cl)cc1)c1ccccn1	i	i	i	i	i	i	i	i	i	i	i
CNC(=O)c1ccc(CNC(=O)OCC(F)(F)F)cc1	i	i	i	i	i	i	i	i	i	i	i
CCN(CC)C(=O)COC(=O)C1=NN(c2cc(C)ccc2C)C(=O)CC1	i	-5.5*	i	i	i	i	i	i	i	i	i
CNC(=O)/C=C1\NC(C)(C)Cc2c1ccc1ccccc21	i	i	i	i	i	i	i	i	i	i	i
CC1CCCC(C)N1C(=O)COC(=O)c1ccc[nH]c1=O (configuration not stated)	i	i	i	i	i	i	i	i	i	i	i
CC(C)C(C(=O)NCC1CCCO1)N(C(=O)CNS(=O)(=O)c1ccccc1)c1ccc(F)cc1 (configuration not stated)	i	i	i	i	i	i	i	i	i	i	i
CCn1c(C(O)c2cccc(OC)c2OC)nc2ccccc21 (configuration not stated)	i	i	i	i	i	i	i	i	i	i	i
Cc1ccc(-c2cc(C(=O)N/N=C/c3ccoc3)c3ccccc3n2)cc1	i	i	i	i	i	i	i	i	i	i	i
CC(C)Cc1ccc(CN2CCCC(NC(=O)CSc3nncn3C)C2)cc1 (configuration not stated)	i	i	i	i	i	i	i	i	i	i	i
Cc1ccc2[nH]c(=O)c(C(c3nnnn3CC3CCCO3)N3CCCc4ccccc43)cc2c1 (configuration not stated)	i	i	i	i	i	i	i	i	i	i	i
CN(C)C(=O)c1ccc(Nc2ncnc3sc4c(c23)CCCCC4)cc1	i	i	i	i	i	i	i	i	i	i	i
CCc1ccc2[nH]c(=O)c(CN(CCN3CCOCC3)C(=O)Nc3ccccc3F)cc2c1	i	i	i	i	i	i	i	i	i	i	i
COc1cc(/C=N/n2cnc3scc(-c4cccs4)c3c2=O)cc(OC)c1OC	i	i	i	i	i	i	i	i	i	i	i
CCn1c(-c2cc(-c3cc(C)ccc3C)nc3ccccc23)n[nH]c1=S	i	i	i	i	i	i	i	i	i	i	i
COc1ccc(N)cc1S(=O)(=O)Nc1ccccc1Cl	i	i	i	i	i	i	i	i	i	i	i
N#CCCN(Cc1cccnc1)C(=S)NC(=O)C1CC1	i	i	i	i	i	i	i	i	i	x	i
Cc1cc(C)n2cc(CSc3nc4ccccc4[nH]3)nc2n1	i	i	i	i	i	i	i	i	i	i	i
CSc1ccc(CCNS(=O)(=O)c2ccc3c(c2)C(C)(C)C(=O)N3C)cc1	i	i	i	i	i	i	i	i	i	i	i
CCOC(=O)Cc1nnc(NC(=O)C23CC4CC(CC(C4)C2)C3)s1	i	i	i	i	i	i	i	i	i	i	i
COCCNc1cc(NCCOC)c([N+](=O)[O-])cc1[N+](=O)[O-]	i	i	i	i	i	i	i	i	i	i	i
CCCCNC(=O)NNc1nc(Cl)cc(C)c1C#N	i	i	i	i	i	i	i	i	i	i	i
CC(NC(=O)CC1Nc2ccccc2NC1=O)c1ccccc1 (configuration not stated)	i	i	i	i	i	i	i	i	i	i	i
CCOP(=O)(Nc1ccc2oc(=O)c3ccccc3c2c1)OCC	i	i	i	i	i	i	i	i	i	i	i
Cc1cccc(-n2c(O)c(C=Nc3cccc(O)c3)c3ccccc3c2=O)n1	i	i	i	i	i	i	i	i	i	i	i
CCc1nnc(NC(=O)c2cccnc2)s1	i	i	i	i	i	i	i	i	i	i	i
COC(=O)[C@@H](c1ccccc1)N(C)S(=O)(=O)c1cccc(S(=O)(=O)N(C)[C@@H](C(=O)OC)c2ccccc2)c1	i	i	i	i	i	i	i	i	i	i	i
Cc1nc2ccc(C(=O)Nc3ccc4nc[nH]c4c3)cc2[nH]1	i	i	i	i	i	i	i	i	i	i	i
CCSc1nnc2ccc(-c3ccco3)nn12	i	i	i	i	i	i	i	i	i	i	i
Cc1ccc(F)cc1N=Cc1c(O)c2ccccc2oc1=O	i	i	i	i	i	i	i	i	i	i	i
CCOc1ccc(Cl)cc1CSc1n[nH]c(C)n1	i	i	i	i	i	i	i	i	i	i	i
O=C(CSc1nnc2c(n1)[nH]c1ccccc12)Nc1ccc(S(=O)(=O)Nc2ncccn2)cc1	x	x	x	i	i	i	i	i	x	i	i
COc1ccc(N=C2C(=O)Nc3c(C)cccc32)cc1	i	i	i	i	i	i	i	i	i	i	i
Cc1cc2nnc(SCC(=O)N(C)C3CCS(=O)(=O)C3)n2c2ccccc12 (configuration not stated)	i	i	i	i	i	i	i	i	i	i	i
CCOC(=O)c1cc(C)sc1/N=C/C1C(=O)CC(C)(C)CC1=O	i	i	i	i	i	i	i	i	i	i	i
O=C(CN1C2CCCC1CC(NC(=O)c1ccccc1)C2)Nc1nccs1 (configuration not stated)	i	i	i	i	i	i	i	i	i	i	i
O=C(CSc1nnc(-c2ccncc2)n1-c1ccccc1)Nc1ccc(C(=O)O)cc1	i	i	i	i	i	i	i	i	i	i	i
CCOc1ccccc1OC(C)C(=O)Nc1ccc(S(=O)(=O)N2CCCC2)cc1 (configuration not stated)	i	i	i	i	i	i	i	i	i	i	i
O=C(C1CC1)N1CCc2cc(S(=O)(=O)NCCC3=CCCCC3)ccc21	i	i	i	i	i	i	i	i	i	i	i
CCNC(=S)NNC(=O)c1ccncc1	i	i	i	i	i	i	i	i	i	i	i
CCc1ccccc1NC(=O)CN(C)C(=O)CSc1nnc(Nc2cccc(C)c2C)s1	i	i	i	i	i	i	i	i	i	i	i
Cc1cc(C)c2c(N)c(C(=O)NN3CC(=O)N(c4ccccc4F)CC3=O)sc2n1	i	i	i	i	i	i	i	i	i	i	i
N#Cc1cccc(NC(=O)COC(=O)c2ccc3c(=O)n4c(nc3c2)CCC4)c1	i	i	i	i	i	i	i	i	i	x	i
CC(C)CNC(=O)COC(=O)c1cccc(S(=O)(=O)NCC(F)(F)F)c1	i	i	i	i	i	i	i	i	i	i	i
Cc1ccsc1C(=O)Nc1ccccc1N1CCOCC1	i	i	i	i	i	i	i	i	i	i	i
Cc1ccc(C23CCC(=O)N2C(C(=O)O)CS3)c(C)c1 (configuration not stated)	i	i	i	i	i	i	i	i	i	i	i
COC(=O)Cc1ccc(NC(=S)NCc2ccccc2OC)cc1	i	i	i	i	i	i	i	i	i	i	i
O=S(=O)(Nc1ccc(-c2ccc(N3CCOCC3)nn2)cc1)c1cc(Cl)ccc1Cl	i	i	i	i	i	i	i	i	i	i	i
NCCCCCc1nnc(SCC(N)=O)o1	i	i	i	i	i	i	i	i	i	i	i
C/C(=N\NC(=O)c1ccc(-c2ccccc2)cc1)c1cccc(N)c1	i	i	i	i	i	i	i	i	i	i	i
CCSC1=NC(=O)/C(=C2/C=Cc3ccccc3N2CC)S1	i	i	i	i	i	i	i	i	i	i	i
CCCn1c(SCC(=O)NC2CC2)nnc1-c1ccccn1	i	i	i	i	i	i	i	i	i	i	i
Cc1ccc(NCC(=O)N/N=C/c2cc3ccccc3nc2Cl)cc1	i	i	i	i	8*	i	i	i	i	i	i
O=C(O)C1CC=CCC1C(=O)NCc1ccc2c(c1)OCO2 (configuration not stated)	i	i	i	i	i	i	i	i	i	i	i
COc1ccc(C(CC(=O)N2CCOCC2)C(C)C)cc1 (configuration not stated)	i	i	i	i	i	i	i	i	i	i	i
More results follow.
SMILES	ANO1 block	MrgX1 antag	MrgX1 allo act	TRPC4 block	RGS4 block	TRPC4 agonist	TRPC6 inhibitor	TRPC4 potent	MrgX1 agonist	ANO1 activ	TRPC6 activator
O=C(COc1ccccc1)N/N=C/c1ccc(O[C@@H]2O[C@H](CO)[C@@H](O)[C@H](O)[C@H]2O)cc1	i	i	i	i	i	i	i	i	i	i	i
COc1cc(C2CC(=O)C3=C(C2)Nc2ncnn2C3c2cccs2)cc(OC)c1OC (configuration not stated)	i	i	i	i	i	i	i	i	i	i	i
Cc1c(/N=C/c2ccco2)n(Cc2ccccc2)c2ccccc12	i	i	i	i	i	i	i	i	i	i	i
COc1ccc(C(=O)NC(Nc2ccccc2)C(Cl)(Cl)Cl)cc1 (configuration not stated)	i	i	i	i	i	i	i	i	i	i	i
Cc1ccc2nc(N(CCCN(C)C)C(=O)c3cc4ccccc4oc3=O)sc2c1	i	i	i	i	i	i	i	i	i	i	i
CCCCCC(=O)Nc1c(-c2cccs2)c(=O)c2ccccc2n1C	i	i	i	i	i	i	i	i	i	i	i
COc1ccc(CN2CCOCC2)cc1OC	i	i	i	i	i	i	i	i	i	i	i
COC1(c2ccccc2)NC(=S)NN=C1c1ccccc1 (configuration not stated)	i	i	i	i	i	i	i	i	i	i	i

Screening data (PubChem BioAssay)
